High-throughput results deposited in PubChem by National Center for Advancing Translational Sciences (NCATS).
AmpC detergent – blocks E. coli AmpC beta-lactamase in detergent assay. 0.041% of 370,000 active. Potency, µM (doses to about 114 µM), inactives show at the highest dose activity change, negative = inhibition, actives largely listed as inhibitors. AmpC hydrolysis of nitrocefin, absorbance 480 nm, 0.01% Triton;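 note: potency is the fitted concentration of half-maximal effect; 0% = no-compound wells and -100% = no-enzyme wells; nearly all actives have a fitted effect of over 25% in size; some results filed as inactive show a strong effect at the top dose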
Target sequence (P00811 whole entry, looked up): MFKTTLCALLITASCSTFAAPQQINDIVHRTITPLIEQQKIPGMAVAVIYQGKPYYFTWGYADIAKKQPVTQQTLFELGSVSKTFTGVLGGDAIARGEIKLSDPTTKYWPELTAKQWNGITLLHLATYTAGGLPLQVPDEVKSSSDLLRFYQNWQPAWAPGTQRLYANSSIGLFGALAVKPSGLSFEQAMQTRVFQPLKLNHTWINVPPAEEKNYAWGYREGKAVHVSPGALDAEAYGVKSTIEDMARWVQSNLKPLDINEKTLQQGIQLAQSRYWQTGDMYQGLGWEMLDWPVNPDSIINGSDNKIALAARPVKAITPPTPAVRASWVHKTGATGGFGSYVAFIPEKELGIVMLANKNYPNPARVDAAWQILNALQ
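AmpC (5.3 nM in the dispensed reagent) in 20 mM phosphate pH 7.0 with 0.01% (detergent screen) or 0.0001% Triton X-100 was preincubated with compounds for 15 min at room temperature. Nitrocefin was then added from an 800 uM solution, and hydrolysis was followed at 480 nm.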
TbPYK inhibitor – blocks Trypanosoma brucei pyruvate kinase | 0.12% of 410,000 active | Q57TT1 | Potency, µM (top dose mostly 76.8 µM), without a hit: at the highest dose activity, negative = inhibition, hits mostly inhibitors | TbPYK enzyme, Kinase-Glo Plus ATP luminescence, 45 min; note: potency is the fitted concentration of half-maximal effect; nearly all actives have a fitted effect of over 50% in size
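Luminescence from Kinase-Glo Plus, added after a 45-minute room-temperature reaction, served as the end-point read-out. The enzyme and substrate were preincubated with compound before ADP (130 uM final) initiated turnover. Concentration-effect curves came from normalized qHTS data.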
HCMV antiviral – human cytomegalovirus inhibition. HFF cells, HCMV-luciferase reporter, 72 h; hits give low values. activity change, negative = inhibition, % at 57.5 µM. 4.5% of 410,000 active; in the data active = activity change below about -60%; inconclusive = no clear call, values can overlap the other calls; inactive = above about -39%
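Two-dose cell screen: HFF monolayers treated with compounds and infected with luciferase-expressing HCMV at 1 PFU/cell, 72 h at 37C, then lysed for luciferase measurement.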
HCV inhibitor – blocks hepatitis C virus; Potency, µM (series often up to 41.8 µM), for the others: at the highest dose activity change, negative = inhibition, most hits filed as inhibitors; Huh7.5.1 HCVcc-Cre infection, luciferase reporter, 44 h; 3.4% of 340,000 active; note: potency is the fitted concentration of half-maximal effect
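A cell-based infection assay in which seeded cells (1,000 per well) receive test compound after 4 h, are inoculated with HCVcc-Cre at approximately 0.5 moi, and are incubated 44 h before luminescence detection.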
AMA1-RON2 inh – disrupts binding of P. falciparum AMA1 to RON2 | Potency, µM (highest dose often 58.2 µM), without a hit: top-dose activity change, negative = inhibition, usual class: inhibitors | 0.2% of 360,000 active | AlphaScreen AMA1-biotinylated RON2 peptide binding;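 note: potency is the fitted concentration of half-maximal effect; 0% = vehicle wells and -100% = peptide control; nearly all actives have a fitted effect of over 45% in size; some results filed as inactive show a strong effect at the top dose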
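AMA1 (3D7) with his tag at 25 nM final met compounds first, then biotinylated RON2 peptide at 25 nM; detection used donor plus acceptor beads, 10 µg/mL apiece, read by AlphaScreen after 30 min at room temperature.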
AmpC inh no detg – blocks E. coli AmpC beta-lactamase in detergent-free assay. P00811. 0.52% of 330,000 active. Potency, µM (titrated, usually from 57.1 µM), without a hit: top-dose activity change, negative = inhibition, hits mostly inhibitors. AmpC nitrocefin hydrolysis, absorbance 480 nm, 0.0001% Triton. AID 485341;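 note: potency is the fitted concentration of half-maximal effect; plate controls were no compound for no effect and no enzyme for full effect; nearly all actives have a fitted effect of over 20% in size; some results filed as inactive show a strong effect at the top dose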
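20 mM phosphate pH 7.0 + 0.01% (detergent screen) or 0.0001% Triton X-100; 5.3 nM AmpC reagent; cpd preinc 15 min RT; nitrocefin (800 uM stock) to start; A480 q20 s × 4 min; Activity was normalised to no-enzyme and no-compound control wells.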
LmPK inhibitor – blocks Leishmania mexicana pyruvate kinase activity | AID 1721 | Q27686 | 0.37% of 290,000 active | purified LmPK, Kinase-Glo ATP luminescence, 1 h | Potency, µM (top dose mostly 57.5 µM), without a hit: at the top dose activity change, negative = inhibition, actives largely listed as inhibitors; note: potency is the fitted concentration of half-maximal effect
Target sequence (Q27686 whole entry, looked up): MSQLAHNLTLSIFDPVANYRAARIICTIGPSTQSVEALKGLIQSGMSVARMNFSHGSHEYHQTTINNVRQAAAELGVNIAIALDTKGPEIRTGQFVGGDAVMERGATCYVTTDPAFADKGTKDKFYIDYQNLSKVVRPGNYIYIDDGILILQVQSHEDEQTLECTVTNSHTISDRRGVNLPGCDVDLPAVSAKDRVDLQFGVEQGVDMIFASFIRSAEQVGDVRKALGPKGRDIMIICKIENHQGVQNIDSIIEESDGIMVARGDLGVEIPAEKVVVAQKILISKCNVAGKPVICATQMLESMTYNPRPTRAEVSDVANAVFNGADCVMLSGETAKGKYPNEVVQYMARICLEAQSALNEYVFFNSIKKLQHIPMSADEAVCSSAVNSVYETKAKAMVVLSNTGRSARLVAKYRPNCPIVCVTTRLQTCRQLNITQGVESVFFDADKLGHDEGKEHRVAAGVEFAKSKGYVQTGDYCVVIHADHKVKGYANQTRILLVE
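qHTS format; LmPK 0.1 nM; substrates PEP 0.5 mM and ADP 0.1 mM. One-hour room-temperature incubation, then coupled luciferase luminescence; 0.5 nM enzyme wells mark activation.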
* hit, by the source's call; ? = inconclusive; . = no result given; [ ] = remark or other dose. Unless noted, calls come from the whole dose curve; as a rule, active = well fitted curve in the direction sought with a large enough effect; inconclusive = small, poorly fitted or top-dose-only effect, or another doubt; inactive = no such curve, though single readings can be large; an effect the other way counts as inactive or inconclusive. Unless noted, % is set by controls: 0 for no effect and ±100 for the full control effect.

[1] CC(=O)Nc1nnc(S(=O)(=O)N2CCN(c3ccc([N+](=O)[O-])cc3Cl)CC2)s1
[2] COc1cc(CN(C(=O)c2ccccc2)c2ccccn2)cc(OC)c1OC
[3] CC1=C(C(=O)N2CCN(c3cccc(C(F)(F)F)c3)CC2)C2(CCCCC2)OC1=O
[4] COc1cccc(CNC(=O)C(=O)NCC(c2ccco2)N2CCOCC2)c1 (stereo unspecified)
[5] CCc1cccc(CC)c1NC(=O)COC(=O)/C(C#N)=C/c1ccc(OC)cc1
[6] Nc1ncnc(NCc2ccc(F)cc2)c1[N+](=O)[O-]
[7] Cc1[nH]c(=O)[nH]c(=O)c1Cc1cccc2ccccc12
[8] CC1(C)SCC(C(=O)O)N1C=O (stereo unspecified)
[9] CCOc1ccc2[nH]c3nc(SCC(=O)OC(C)C)nnc3c2c1
[10] COc1ccc(Oc2coc3cc(OC(=O)/C=C/c4ccccc4)ccc3c2=O)cc1

compound no.,1,2,3,4,5,6,7,8,9,10
AmpC detergent,-3%,21%,-1%,-13%,-3%,1%,-1%,?,5%,-12%
TbPYK inhibitor,-18%,-6%,6%,-2%,4%,-3%,-7%,0%,-4%,-12%
HCMV antiviral,-25,-3,30,-3,8,-72*,-2,-4,15,2
HCV inhibitor,14%,.,.,-4%,-1%,5%,9%,10%,1%,8%
AMA1-RON2 inh,7%,.,.,9%,4%[2.32 µM],3%,10%,-5%,-3%,-2%
AmpC inh no detg,-28%,.,.,3%,-32%,-15%,-35%,-17%,-8%,-17%
LmPK inhibitor,-5%,.,.,-1%,4%,0%,3%,-7%,-3%,0%

[11] CCOC(=O)CNS(=O)(=O)c1cc(-c2nnc(Nc3cccc(O)c3)c3ccccc23)ccc1C
[12] Cc1ccc(-c2cc3ncc(C(=O)c4cc([N+](=O)[O-])ccc4O)cn3n2)cc1
[13] CC(=O)NCC(=O)NC1(C(=O)NC2CCCC2)CCCCC1
[14] O=C(C1CC1)N1CCCN(C(=O)C2CC2)CC1
[15] COCC(C)NC(C(=O)Nc1ccc(C)c(Cl)c1)c1ccccc1 (stereo unspecified)
[16] Cc1ccc(N2C(N)=C(C#N)C(c3cccs3)C3=C2CC(C)(C)CC3=O)cc1 (stereo unspecified)
[17] O=C1CCC([N+](=O)[O-])C(c2ccc(-c3ccccc3)cc2)N1 (stereo unspecified)
[18] C/C(=N\NC(=O)c1ccc(Br)cc1)C1C(=O)c2ccccc2C1=O
[19] O=C(Cn1ncnn1)OCc1ccccc1Cl
[20] N#Cc1nc(Cc2cccc3ccccc23)oc1NCC1CCCO1 (stereo unspecified)

compound no.,11,12,13,14,15,16,17,18,19,20
AmpC detergent,2%,-5%,?,-8%,-9%,0%,.,2%,-7%,-7%
TbPYK inhibitor,0%,3%,-8%,-6%,5%,-1%,-1%,-6%,4%,-4%
HCMV antiviral,12,-15,49,-11,-36,?,33,-26,-6,62
HCV inhibitor,.,.,-3%,21%,0%,3%,7%,-26%,6%,.
AMA1-RON2 inh,.,.,3%,2%,2%,16%,-8%,2%,7%,-11%
AmpC inh no detg,.,.,-10%,-1%,45%,1%,.,-48%,-9%,28%
LmPK inhibitor,.,.,-4%,-8%,-4%,0%,.,-6%,2%,-2%

An excerpt of these results, as a markdown table:
| # | SMILES | AmpC detergent | TbPYK inhibitor | HCMV antiviral | HCV inhibitor | AMA1-RON2 inh | AmpC inh no detg | LmPK inhibitor |
| --- | --- | --- | --- | --- | --- | --- | --- | --- |
| 10 | COc1ccc(Oc2coc3cc(OC(=O)/C=C/c4ccccc4)ccc3c2=O)cc1 | -12% | -12% | 2 | 8% | -2% | -17% | 0% |
| 11 | CCOC(=O)CNS(=O)(=O)c1cc(-c2nnc(Nc3cccc(O)c3)c3ccccc23)ccc1C | 2% | 0% | 12 | . | . | . | . |
| 12 | Cc1ccc(-c2cc3ncc(C(=O)c4cc([N+](=O)[O-])ccc4O)cn3n2)cc1 | -5% | 3% | -15 | . | . | . | . |
| 13 | CC(=O)NCC(=O)NC1(C(=O)NC2CCCC2)CCCCC1 | ? | -8% | 49 | -3% | 3% | -10% | -4% |
| 14 | O=C(C1CC1)N1CCCN(C(=O)C2CC2)CC1 | -8% | -6% | -11 | 21% | 2% | -1% | -8% |
| 15 | COCC(C)NC(C(=O)Nc1ccc(C)c(Cl)c1)c1ccccc1 (stereo unspecified) | -9% | 5% | -36 | 0% | 2% | 45% | -4% |
| 16 | Cc1ccc(N2C(N)=C(C#N)C(c3cccs3)C3=C2CC(C)(C)CC3=O)cc1 (stereo unspecified) | 0% | -1% | ? | 3% | 16% | 1% | 0% |
| 17 | O=C1CCC([N+](=O)[O-])C(c2ccc(-c3ccccc3)cc2)N1 (stereo unspecified) | . | -1% | 33 | 7% | -8% | . | . |

(cont.)
[21] CN1CCN(c2ccccc2NC(=O)c2ccc3c(c2)OCCO3)CC1
[22] Cc1c(S(=O)(=O)NC2CCCCC2)c(=O)n(C)c(=O)n1C
[23] COCCN(CCOC)c1ncnc2c1cnn2-c1ccccc1
[24] S=c1[nH]nc(-c2c[nH]c3ccccc23)o1
[25] Cc1cccc(N(C(=O)Cn2nnc3ccccc32)C(C(=O)NC(C)(C)C)c2ccsc2)c1 (stereo unspecified)
[26] COc1cc(-c2noc(CCC(N)=O)n2)cc(OC)c1OC
[27] Cc1ccc(NCCC(=O)c2ccc(Cl)cc2)cc1C
[28] Oc1oc(-c2ccccc2)nc1C=Nc1ccccc1
[29] CCCC[C@@H]1C=C(C(=O)O)[C@H](c2ccc(C)cc2)N1S(=O)(=O)c1ccc(C)cc1
[30] O=C(NC1=NCCS1)C1CCN(S(=O)(=O)c2cc([N+](=O)[O-])ccc2Cl)CC1

compound no.,21,22,23,24,25,26,27,28,29,30
AmpC detergent,6%,-9%,6%,2%,-4%,-10%,-6%,-5%,.,.
TbPYK inhibitor,4%,-14%,-3%,?,-10%,.,-27%,2%,3%,1%
HCMV antiviral,6,-8,59,36,?,64,4,125,-2,-9
HCV inhibitor,?,-2%,-14%,9%,5%,.,3%,10%,1%,?
AMA1-RON2 inh,-5%,18%,13%,15%,8%,.,-5%,-8%,9%,-4%
AmpC inh no detg,-4%,-5%,-10%,-12%,-14%,-13%,-8%,-23%,-23%,-8%
LmPK inhibitor,-4%,.,1%,-10%,-1%,-2%,6%,-4%,.,.

[31] Cc1n[nH]c(=O)nc1Nc1ccc(O)cc1
[32] Cc1cc(OCC(=O)Nc2ccccc2N2CCCC2)ccc1C(C)C
[33] CSc1ccccc1-c1nnc(NC(=O)Cc2ccccc2)o1
[34] CCOC(=O)CC[C@H](NC(=O)Cn1cnc2c(OCc3ccccc3)ncnc21)C(=O)OCC
[35] COc1ccc(-c2noc(-c3ccc(NC(C)c4ccccc4)c([N+](=O)[O-])c3)n2)cc1OC (stereo unspecified)
[36] Cc1cc(C)cc(-n2c(C)cc(/C=N/NC(=O)CSc3ncccn3)c2C)c1
[37] CC(=O)C(=Cc1ccc(-c2ccccc2)cc1)C(=O)c1ccccc1
[38] CN(C(=O)COC(=O)c1cc2ccccc2oc1=O)C1CCCCC1
[39] CCN(CC)CCCNC(=O)N[C@@H](Cc1ccccc1)C(=O)O
[40] COc1ccc(CCNC(=O)Cn2cnc3sc(C)c(-c4ccc(F)cc4)c3c2=O)cc1OC

compound no.,31,32,33,34,35,36,37,38,39,40
AmpC detergent,0%,?,4%,.,10%,0%,.,.,-5%,-2%
TbPYK inhibitor,-1%,3%,-8%,5%,2%,0%,7%,1%,7%,5%
HCMV antiviral,19,?,0,14,3,-22,41,12,33,?
HCV inhibitor,13%,?,15%,-4%,.,-24%,.,5%,6%,-24%
AMA1-RON2 inh,1%,?,103%[activator],-5%,.,44%[activator],-7%,8%,-11%,7%
AmpC inh no detg,1%,-15%,-14%,2%,.,-25%,.,-10%,-6%,-5%[2.29 µM]
LmPK inhibitor,12%,.,6%,.,.,5%,.,.,-1%,-5%

[41] COC(=O)c1ccc(CN2CCCC(C(=O)Nc3ccc(-c4ccn[nH]4)cc3)C2)cc1 (stereo unspecified)
[42] CCOC(=O)c1oc2ccccc2c1NC(=O)c1ccc2c(c1)OCO2
[43] O=c1c2ccccc2nnn1Cc1ccc2ccccc2c1
[44] CCOc1ccc(S(=O)(=O)Nc2ccc(C(=O)NCC3CCCO3)cc2)cc1 (stereo unspecified)
[45] O=C(c1ccco1)N1CCC(c2nc(-c3ccccc3Cl)no2)CC1
[46] CCCC(=O)Nc1ccc(N2CCOCC2)cc1
[47] Cc1c(-c2ccc(F)cc2)nc(N)c(C#N)c1-c1cccnc1
[48] Cn1c2ccccc2c2cnn(CC(=O)N3CCN(c4cccc(C(F)(F)F)c4)CC3)c(=O)c21
[49] COc1nc(Cl)cn(-c2ccc(C)cc2)c1=O
[50] COc1ccc2nc(C)cc(NCc3cccc(C(F)(F)F)c3)c2c1

compound no.,41,42,43,44,45,46,47,48,49,50
AmpC detergent,4%,0%,6%,-8%,7%,2%,1%,12%,-3%,-10%
TbPYK inhibitor,0%,-4%,-2%,0%,1%,-2%,3%,-9%,1%,3%
HCMV antiviral,10,-5,89,32,-3,13,-12,23,-27,-14
HCV inhibitor,-4%,16%,6%,1%,?,6%,15%,.,15%,10µM*
AMA1-RON2 inh,-5%,5%,3%,3%,-4%,0%,3%,.,11%,-11%
AmpC inh no detg,16%,-19%,-8%,-22%,64%[activator],-9%,0%,.,-10%,116%[activator]
LmPK inhibitor,-5%,2%,3%,-2%,3%,0%,-8%,.,3%,1%

[51] CN(C)CCCNc1cc(Cl)c(S(=O)(=O)N2CCCCC2)cc1C(=O)O
[52] CCOC(=O)C1=C(N)OC2=C(C(=O)CC(C)(C)C2)C1c1cccs1 (stereo unspecified)
[53] CCC(=O)Nc1ccc(NC(=O)c2ccccn2)cn1
[54] C/C(=N\Nc1nc2c(s1)CCCC2)c1ccc(Cl)cc1
[55] CCN(CC)CCNC(=O)c1ccc(NC(=O)c2cn(-c3ccc(F)cc3)nc2-c2cccc(OC)c2)cc1

compound no.,51,52,53,54,55
AmpC detergent,20%,?,-5%,1%,-4%
TbPYK inhibitor,2%,-2%,2%,-8%,-1%
HCMV antiviral,14,-5,107,43,-66*
HCV inhibitor,6%,17%,12%,-24%,?
AMA1-RON2 inh,2%,5%,82%[activator],-10%,-9%
AmpC inh no detg,5%,-25%,-11%,-34%,129%[activator]
LmPK inhibitor,0%,1%,?,1%,0%
